CHX counter = Cycloheximide Counterscreen for Small Molecule Inhibitors of Shiga Toxin. AID 2314, 2010. max response, %. hit rate 12% among 300,000. cell reporter, cycloheximide protein synthesis inhibition counterscreen; in the data active = max response mostly above about 13%, no sharp cut-off; inactive = mostly below about 14%; note: read at 38.3 µM for the half of the compounds with a filed dose; 0% is about no effect
Pf growth 96h = Primary qHTS for delayed death inhibitors of the malarial parasite plastid, 96 hour incubation; Potency, µM (doses to about 28.7 µM), for inactives: at the top dose activity change, negative = inhibition, usual class: inhibitors; P. falciparum luciferase reporter growth, 96 h; hit rate 6.9% among 320,000; note: potency is the fitted concentration of half-maximal effect; % is set by controls: 0 for no effect and ±100 for the full control effect
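96 h incubation, 37 C, 5% CO2, of luciferase-reporter P. falciparum-infected RBCs (2% hematocrit, 0.05% parasitemia final) with test compounds; endpoint luminescence.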
LmPK inhibitor = qHTS Assay for Inhibitors of Leishmania Mexicana Pyruvate Kinase (LmPK) | Q27686 | Potency, µM (highest dose often 57.5 µM), for the others: top-dose activity change, negative = inhibition, hits mostly inhibitors | purified LmPK, Kinase-Glo ATP luminescence, 1 h | AID 1721, 2009 | hit rate 0.37% among 290,000; note: potency is the fitted concentration of half-maximal effect; % is set by controls: 0 for no effect and ±100 for the full control effect
Target sequence (Q27686 whole entry, looked up): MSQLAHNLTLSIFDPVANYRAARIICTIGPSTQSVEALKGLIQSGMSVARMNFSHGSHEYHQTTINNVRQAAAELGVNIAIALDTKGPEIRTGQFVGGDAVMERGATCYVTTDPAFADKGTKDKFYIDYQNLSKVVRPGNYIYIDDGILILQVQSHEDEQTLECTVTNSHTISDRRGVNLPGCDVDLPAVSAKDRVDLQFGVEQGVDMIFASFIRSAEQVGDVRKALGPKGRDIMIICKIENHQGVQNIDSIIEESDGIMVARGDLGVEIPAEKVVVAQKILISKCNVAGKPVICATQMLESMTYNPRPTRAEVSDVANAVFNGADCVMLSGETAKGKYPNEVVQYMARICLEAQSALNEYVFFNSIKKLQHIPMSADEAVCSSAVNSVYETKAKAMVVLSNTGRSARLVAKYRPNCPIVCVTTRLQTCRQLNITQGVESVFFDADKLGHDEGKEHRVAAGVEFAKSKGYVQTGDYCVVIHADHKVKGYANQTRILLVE
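qHTS format; LmPK 0.1 nM; substrates PEP 0.5 mM and ADP 0.1 mM. One-hour room-temperature incubation, then coupled luciferase luminescence; 0.5 nM enzyme wells mark activation.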
Shiga inhibitor = A qHTS for Small Molecule Inhibitors of Shiga Toxin. hit rate 9.2% among 290,000. inhibition, % at 38.7 µM. AID 2315, 2010. Vero cells, Shiga toxin protein synthesis inhibition reporter; in the data active = inhibition mostly above about 28%, no sharp cut-off; inactive = mostly below about 43%; note: 0% is about no effect
AMA1-RON2 inh = qHTS for Inhibitors of AMA1-RON; Towards Development of Antimalarial Drug Lead: Primary Screen; AlphaScreen AMA1-biotinylated RON2 peptide binding; Plasmodium falciparum AMA1 (3D7) - RON2 peptide interaction; hit rate 0.2% among 360,000; Potency, µM (series often up to 58.2 µM), for inactives: top-dose activity change, negative = inhibition, usual class: inhibitors;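 note: potency is the fitted concentration of half-maximal effect; 0% = vehicle wells and -100% = peptide control; nearly all actives have a fitted effect of over 45% in size; some results filed as inactive show a strong effect at the top dose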
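AMA1 (3D7) with his tag at 25 nM final met compounds first, then biotinylated RON2 peptide at 25 nM; detection used donor plus acceptor beads, 10 µg/mL apiece, read by AlphaScreen after 30 min at room temperature.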
Tb PYK inh = qHTS of Trypanosoma Brucei Inhibitors; hit rate 0.12% among 410,000; pyruvate kinase (Trypanosoma brucei), Q57TT1; Potency, µM (doses to about 76.8 µM), without a hit: at the highest dose activity, negative = inhibition, hits mostly inhibitors; AID 624173, 2012; TbPYK enzyme, Kinase-Glo Plus ATP luminescence, 45 min; note: potency is the fitted concentration of half-maximal effect; % is set by controls: 0 for no effect and ±100 for the full control effect; nearly all actives have a fitted effect of over 50% in size
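Readout: single end-point luminescence (Kinase-Glo Plus, 10 min). Reaction conditions were TbPYK/substrate plus 130 uM ADP, 45 min at RT, pH 7.2 TEA buffer. No-enzyme wells served as controls, and data were normalized before concentration-response fitting.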
Pf growth 48h = Primary qHTS for delayed death inhibitors of the malarial parasite plastid, 48 hour incubation; hit rate 5.9% among 310,000; Potency, µM (highest dose often 28.7 µM), without a hit: at the top dose activity change, negative = inhibition, usual class: inhibitors; P. falciparum luciferase growth in erythrocytes, 48 h; note: potency is the fitted concentration of half-maximal effect; % is set by controls: 0 for no effect and ±100 for the full control effect
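Compounds are pin-transferred into medium, infected erythrocytes (2% hematocrit, 0.1% parasitemia final) are added, and plates sit one parasite generation at 37 C in 5% CO2. Detection reagent is then added and luminescence measured.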
Starred values were filed as active, the others as inactive; [ ] = remark or other dose. Unless noted, calls come from the whole dose curve; as a rule, active = well fitted curve in the direction sought with a large enough effect; inconclusive = small, poorly fitted or top-dose-only effect, or another doubt; inactive = no such curve, though single readings can be large; an effect the other way counts as inactive or inconclusive.

For O=C(c1cn(-c2ccccc2)nc1-c1cccnc1)N1CCN(S(=O)(=O)c2ccccc2F)CC1 the results were Pf growth 96h inconclusive, AMA1-RON2 inh 3%, Tb PYK inh -7% and Pf growth 48h 12µM*.
`COC(=O)C1=C(c2ccc(F)cc2F)C[C@@H]2CC[C@H]1N2C(=O)NC(C)C` gave Pf growth 96h 39%[activator], AMA1-RON2 inh 6%, Tb PYK inh 5% and Pf growth 48h 1%.
CC(C)(C)OC(=O)N1CCC(c2c(C(=O)N3CCN(C(=O)c4ccco4)CC3)cnn2-c2ccc(F)cc2)CC1 was read as CHX counter -4, Pf growth 96h 42%[activator], LmPK inhibitor 4%, Shiga inhibitor -10, AMA1-RON2 inh 0%, Tb PYK inh -3% and Pf growth 48h inconclusive.
O=C(COC(=O)C1CCCC1)NCc1ccc(Cl)cc1 was read as CHX counter -3, Pf growth 96h 48%[activator], LmPK inhibitor 8%, Shiga inhibitor -5, AMA1-RON2 inh 2%, Tb PYK inh 1% and Pf growth 48h 26%.
CN(C)c1cc(-c2ccc([N+](=O)[O-])cc2)oc(=O)c1Cl was read as CHX counter -1, Pf growth 96h inconclusive, LmPK inhibitor 0%, Shiga inhibitor 3, AMA1-RON2 inh -2%, Tb PYK inh -3% and Pf growth 48h inconclusive.
`COc1ccc(C2C(C#N)=C(N)Oc3cc(N)ccc32)cc1OC` (centres undefined) gave CHX counter 11, Pf growth 96h 0%, LmPK inhibitor 4%, Shiga inhibitor 6, AMA1-RON2 inh -16%, Tb PYK inh -7% and Pf growth 48h 2%.
For O=C(CN1C(=O)C2(OCCCO2)c2ccccc21)NCCc1ccccc1 the results were CHX counter -2, LmPK inhibitor -2%, Shiga inhibitor -8, AMA1-RON2 inh -2%, Tb PYK inh 3% and Pf growth 48h -7%.
Screening Nc1nc(NCCOCCO)nc(N2CCCCCC2)c1[N+](=O)[O-] returned CHX counter -2, Pf growth 96h -22%, LmPK inhibitor 5%, Shiga inhibitor -5, AMA1-RON2 inh 6%, Tb PYK inh 0% and Pf growth 48h -28%.
O=C(OCC(=O)N1CCCc2ccccc21)c1ccc(S(=O)(=O)C(F)F)cc1 was read as Pf growth 96h -4%, AMA1-RON2 inh 0%, Tb PYK inh 2% and Pf growth 48h inconclusive.
COc1ccc2c(c1)[C@@]13CCC=C[C@H]1[C@@H](C2)NCC3 was read as Pf growth 96h -6%, AMA1-RON2 inh 3%, Tb PYK inh 2% and Pf growth 48h 12µM*.
Screening COCCNC(=O)c1cc(-c2ccc(-c3ccccc3)cc2)nc2ccccc12 returned CHX counter 1, Pf growth 96h -5%, LmPK inhibitor -7%, Shiga inhibitor -14, AMA1-RON2 inh 13%, Tb PYK inh 2% and Pf growth 48h 21%.
Screening CCN(CC)S(=O)(=O)c1ccc(N(C)C)c(NC(=O)CC(NC(C)=O)c2ccccc2)c1 (centres undefined) returned CHX counter 0, Pf growth 96h inconclusive, LmPK inhibitor 1%, Shiga inhibitor -8, AMA1-RON2 inh -10%, Tb PYK inh 6% and Pf growth 48h -18%.
COc1cc(NC(=O)c2oc3ccccc3c2C)ccc1NC(=O)c1ccco1 was read as CHX counter 29*, Pf growth 96h 15%, LmPK inhibitor 7%, Shiga inhibitor 63*, AMA1-RON2 inh -9%, Tb PYK inh -4% and Pf growth 48h 10%.
COC(=O)c1ccc(SC)cn1 was read as CHX counter -1, Pf growth 96h 9%, LmPK inhibitor -5%, Shiga inhibitor 12, AMA1-RON2 inh -9%, Tb PYK inh -2% and Pf growth 48h 3%.
Cc1ccc(C)c(CSc2ccc3nnc(-c4ccccn4)n3n2)c1 was read as CHX counter 1, Pf growth 96h inconclusive, LmPK inhibitor 0%, Shiga inhibitor -20, AMA1-RON2 inh -17%, Tb PYK inh -2% and Pf growth 48h 13µM*.
For N#CC(C(N)=O)=C1CCCCC1 the results were CHX counter 3, Pf growth 96h -11%, LmPK inhibitor 1%, Shiga inhibitor 15, AMA1-RON2 inh 1%, Tb PYK inh 12% and Pf growth 48h 20%.
CC(C)(C)c1cc(C(=O)C[n+]2ccc(C(=O)NCCCO)cc2)cc(C(C)(C)C)c1O was read as CHX counter -3, Pf growth 96h 7%, LmPK inhibitor 9%, Shiga inhibitor -2, AMA1-RON2 inh 0%, Tb PYK inh 6% and Pf growth 48h -13%.
`Cc1ncc(CO)c(CN)c1O` gave Pf growth 96h -1%, Tb PYK inh 1% and Pf growth 48h -21%.
Screening CC1CCCCC1NC(=S)Nc1cccc(S(=O)(=O)N(C)C)c1 (centres undefined) returned CHX counter -9, Pf growth 96h -28%, LmPK inhibitor 12%, Shiga inhibitor 13, AMA1-RON2 inh 7%, Tb PYK inh 1% and Pf growth 48h inconclusive.
`CCOC(=O)c1ccc2c(c1)C(=O)N(C1CCCCC1)C2=O` gave CHX counter -3, Pf growth 96h 45%[activator], LmPK inhibitor 1%, Shiga inhibitor -2, AMA1-RON2 inh 6%, Tb PYK inh 6% and Pf growth 48h 11%.
For O=C(Cn1c(CSc2ccccc2)nc2ccccc21)Nc1ccccc1 the results were CHX counter -2, Pf growth 96h inconclusive, LmPK inhibitor 1%, Shiga inhibitor -3 and Pf growth 48h inconclusive.
For Cc1nc(C)n(C(C)CNS(=O)(=O)c2ccc(Cl)cc2)n1 (centres undefined) the results were CHX counter -9, Pf growth 96h -14%, LmPK inhibitor 4%, Shiga inhibitor -9, AMA1-RON2 inh 0%, Tb PYK inh 6% and Pf growth 48h -2%.
Screening COc1cccc(C(=O)NCC(=O)OCC(=O)Nc2cc(OC)c([N+](=O)[O-])cc2C)c1 returned CHX counter -2, Pf growth 96h 15%, LmPK inhibitor 3%, Shiga inhibitor 8, AMA1-RON2 inh -15%, Tb PYK inh -10% and Pf growth 48h 8%.
`C=CCNC(=O)[C@@H]1CSC2c3ccc(OC)c(OC)c3C(=O)N21` (some centres undefined) gave CHX counter -1, Pf growth 96h 20%, LmPK inhibitor 2%, Shiga inhibitor -3, AMA1-RON2 inh -2%, Tb PYK inh 1% and Pf growth 48h 0%.
CC1(C(=O)Nc2nnc(SCc3ccccc3)s2)Cc2ccccc2C(=O)O1 (centres undefined) was read as CHX counter 14, Pf growth 96h inconclusive, LmPK inhibitor -1%, Shiga inhibitor -6, AMA1-RON2 inh 2% and Tb PYK inh -15%.
Screening CCOC(=O)C1C(=O)CC(C)(O)C(C(=O)OCC)C1c1ccc([N+](=O)[O-])cc1 (centres undefined) returned CHX counter -2, Pf growth 96h inconclusive, LmPK inhibitor -1%, Shiga inhibitor -5, AMA1-RON2 inh 7%, Tb PYK inh 2% and Pf growth 48h -23%.
`CN(C)C(=O)c1ccc(NC(=O)c2cc(-c3ccco3)nc3ccccc23)cc1` gave CHX counter -2, Pf growth 96h inconclusive, LmPK inhibitor -9%, Shiga inhibitor -22, AMA1-RON2 inh -10%, Tb PYK inh -12% and Pf growth 48h 1%.
For CC(=O)NC12CC3CC(C1)CC(C(=O)OCC(=O)NC(=O)c1cccn1C)(C3)C2 the results were CHX counter 20*, LmPK inhibitor -2%, Shiga inhibitor 70, AMA1-RON2 inh 20%, Tb PYK inh -20% and Pf growth 48h 20%.
`Cc1ccc(CNc2ccc3c(c2)ncn3C(C)(C)C)cc1` gave CHX counter 40*, Pf growth 96h 9%, LmPK inhibitor -4%, Shiga inhibitor 133*, AMA1-RON2 inh -20%, Tb PYK inh -16% and Pf growth 48h -21%.
Screening Cc1ccsc1C1NC(=O)c2ccccc2N1 (centres undefined) returned CHX counter 23*, Pf growth 96h 8%, LmPK inhibitor 3%, Shiga inhibitor 22, AMA1-RON2 inh 3%, Tb PYK inh -21% and Pf growth 48h 24%.
Screening O=S1(=O)OCCC(c2ccccc2)N1Cc1ccccc1 (centres undefined) returned CHX counter 2, Pf growth 96h 0%, LmPK inhibitor -3%, Shiga inhibitor -8, AMA1-RON2 inh 5%, Tb PYK inh -3% and Pf growth 48h 9%.
For C#CCOCCOCCOCCNc1nc(N2CCN(C(=O)[C@H]([C@@H](C)O)n3cc(CCCCN)nn3)CC2)nc(N2CCN(C(=O)[C@H](CCCCN)n3cc(CCCC)nn3)CC2)n1 the results were Pf growth 96h 57%[activator], AMA1-RON2 inh -1%, Tb PYK inh 0% and Pf growth 48h inconclusive.
For O=C(O)C1CCN(C(=O)c2ccccc2C(=O)N2CCC(C(=O)O)CC2)CC1 the results were CHX counter 3, Pf growth 96h 1%, LmPK inhibitor 9%, Shiga inhibitor 12, AMA1-RON2 inh -2% and Tb PYK inh 5%.
Screening CCOC(=O)c1c(S(=O)(=O)NCC(=O)Nc2cc(C)ccn2)c(C)n(C)c1C returned CHX counter 13*, Pf growth 96h -11%, LmPK inhibitor 3%, Shiga inhibitor 42, AMA1-RON2 inh 8%, Tb PYK inh 1% and Pf growth 48h inconclusive.
S=c1[nH]cc(-c2ccc(Cl)cc2)n1-c1ccccc1 was read as CHX counter 9, Pf growth 96h -22%, LmPK inhibitor inconclusive, Shiga inhibitor 30, AMA1-RON2 inh 11%, Tb PYK inh -26% and Pf growth 48h 1.9µM*.
`CCOC(=O)c1ccc(NC(=O)CN2C(=O)CSCC2=O)cc1` gave CHX counter 10, Pf growth 96h 44%[activator], LmPK inhibitor -2%, Shiga inhibitor -10, AMA1-RON2 inh -8%, Tb PYK inh -8% and Pf growth 48h 18%.
Screening O=C(C1CCCN(c2nnc(-n3cccc3)s2)C1)N1CCC2(CC1)OCCO2 (centres undefined) returned CHX counter 8, Pf growth 96h -26%, LmPK inhibitor 5%, Shiga inhibitor 8, AMA1-RON2 inh -2%, Tb PYK inh 0% and Pf growth 48h inconclusive.
`COc1cc(/C=C2\C(=N)N3N=C(S(C)(=O)=O)SC3=NC2=O)ccc1OCCOc1ccccc1C` gave CHX counter 18, Pf growth 96h inconclusive, LmPK inhibitor 9%, Shiga inhibitor -6, AMA1-RON2 inh 3%, Tb PYK inh 6% and Pf growth 48h 10µM*.
Screening Cc1ccc(C(=O)CSc2n[nH]c(-c3ccco3)n2)cc1C returned CHX counter -2, Pf growth 96h inconclusive, LmPK inhibitor -11%, Shiga inhibitor 14, AMA1-RON2 inh -14%, Tb PYK inh -2% and Pf growth 48h 3%.
CCCCN(C)C(=O)C1CCCN(S(=O)(=O)c2ccc3c(c2)oc(=O)n3C)C1 (centres undefined) was read as CHX counter 0, Pf growth 96h 9%, LmPK inhibitor -2%, Shiga inhibitor 7, AMA1-RON2 inh 2%, Tb PYK inh 9% and Pf growth 48h inconclusive.

High-throughput results deposited in PubChem BioAssay by National Center for Advancing Translational Sciences (NCATS).
